# Screening data deposited in PubChem BioAssay by National Center for Advancing Translational Sciences (NCATS).
# HTT ATP protect = Huntington cell model cytoprotection by ATP luminescence; PC12 HTT-Q103 induced, cytoprotection, ATP luminescence, 40 h; Potency, µM (doses to about 56.4 µM), for inactives: cytoprotection (ATP increase), hits mostly activators; 230,000 tested, 0.14% active; AID 1471;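 note: potency is the fitted concentration of half-maximal effect; % of control where 0% means no effect; nearly all actives have a fitted effect of over 45% in size; toxic huntingtin expression switched on by the ecdysone agonist tebufenozide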
#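 Rat PC12, Q103 Htt exon1-GFP fusion, ecdysone promoter; tebufenozide inducer 100 nM final; compound titration; qHTS, 1500 cells/well; ATPlite luminescent read.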
# CBFb RUNX1 block = CBF-beta/RUNX1 interaction disruption. AlphaScreen CBFb-His/RUNX1-biotin binding, biochemical. AID 1477. 230,000 tested, under 10 active. Potency, µM (titrated, usually from 59.8 µM), for inactives: at the highest dose activity, negative = inhibition, usual class: inhibitors; note: % of control where 0% means no effect
# Target sequence (Q01196 whole entry, looked up): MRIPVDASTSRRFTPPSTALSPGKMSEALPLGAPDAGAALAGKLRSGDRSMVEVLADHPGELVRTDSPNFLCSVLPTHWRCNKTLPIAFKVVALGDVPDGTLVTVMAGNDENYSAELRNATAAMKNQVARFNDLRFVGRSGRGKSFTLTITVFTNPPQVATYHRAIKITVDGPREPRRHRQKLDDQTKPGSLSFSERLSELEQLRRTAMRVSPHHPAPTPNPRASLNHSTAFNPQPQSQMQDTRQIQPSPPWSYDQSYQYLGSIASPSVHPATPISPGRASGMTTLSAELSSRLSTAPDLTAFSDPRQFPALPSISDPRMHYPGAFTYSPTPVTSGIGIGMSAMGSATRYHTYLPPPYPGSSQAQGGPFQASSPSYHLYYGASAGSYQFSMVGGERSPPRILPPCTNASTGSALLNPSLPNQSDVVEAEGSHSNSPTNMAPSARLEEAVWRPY
# Target sequence (Q13951 whole entry, looked up): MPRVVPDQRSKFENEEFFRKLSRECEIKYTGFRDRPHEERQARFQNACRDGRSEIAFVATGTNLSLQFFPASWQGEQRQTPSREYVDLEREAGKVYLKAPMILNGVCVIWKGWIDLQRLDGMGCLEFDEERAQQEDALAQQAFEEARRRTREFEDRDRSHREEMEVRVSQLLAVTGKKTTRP
#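 Bead-based AlphaScreen assay; binding partners His-tagged CBF-beta and biotinylated RUNX1 at 30 nM each. Compound exposure 15 min after a 20-min protein preincubation; bead step 90 min; all steps at room temperature.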
# GAA inhib = inhibitors of human lysosomal alpha-glucosidase; purified human GAA, 4-MU-alpha-glucoside fluorescence; Potency, µM (titrated, usually from 76.9 µM), without a hit: at the top dose activity change, negative = inhibition, actives largely listed as inhibitors; 200,000 tested, 0.005% active; AID 1466;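 note: potency is the fitted concentration of half-maximal effect; plate controls were uninhibited enzyme wells for no effect and no-enzyme background for full effect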
#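 qHTS format, compound range up to 77 uM. Human lysosomal enzyme at 4 nM, 400 uM 4-MU glucoside substrate, pH 5.0, 20 min room temperature; fluorescence after alkaline stop gives activity normalized to controls.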
# GAA spleen mod = inhibitors or activators of human alpha-glucosidase in spleen homogenate; P10253; human spleen homogenate, 4-MU-alpha-glucoside fluorescence; Potency, µM (doses to about 79.9 µM), without a hit: at the highest dose activity change, negative = inhibition, most hits filed as inhibitors; 240,000 tested, 0.006% active; AID 2112;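 note: potency is the fitted concentration of half-maximal effect; 0% = enzyme with vehicle and -100% = no enzyme basal signal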
#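 Enzyme source: human spleen homogenate, 1 ug/well. Buffer 50 mM citric acid/K phosphate pH 5.0, 0.01% Tween-20. 4-MU-alpha-glucoside 1 mM; 37 C x 40 min; NaOH/glycine stop; fluorescence.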
# Lamin A splicing = changes lamin A minigene splicing in HeLa cells; HeLa LMNA splicing GFP/RFP minigene ratio, 48 h; Potency, µM (titrated, usually from 46.1 µM), for inactives: top-dose ratio change, negative = inhibition, most hits filed as inhibitors; 200,000 tested, 0.01% active; AID 1487; active = well fitted inhibition curve with a large enough effect in the signal ratio, with a control signal flat, not every such curve was filed as active; inconclusive = small, poorly fitted or top-dose-only effect, or effect the other way, or a change in a side signal; the % refers to the signal ratio; note: potency is the fitted concentration of half-maximal effect; % is set by controls: 0 for no effect and ±100 for the full control effect
#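 S3 HeLa cells stably expressing lamin A-EGFP splicing minigene plus DsRed2, 600 cells/well, 48 h compound exposure at 37C. Laser-scanning cytometry; analysed as GFP (500-530 nm)/RFP (575-640 nm) total intensity ratio; 0.5% DMSO vehicle.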
# GAA glycogen mod = inhibitors or activators of human alpha-glucosidase glycogen cleavage; 300,000 tested, 0.38% active; AID 2100; Potency, µM (highest dose often 76.4 µM), for the others: at the top dose activity change, negative = inhibition, actives largely listed as inhibitors; recombinant GAA, glycogen substrate, Amplex Red glucose oxidase fluorescence;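 note: potency is the fitted concentration of half-maximal effect; 0% = full enzyme reaction and -100% = no-enzyme basal signal; the screen sought inhibitors and activators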
#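 Recombinant human alpha-glucosidase (4 nM final) hydrolysed bovine liver glycogen (30 ug) for 40 min at 37 C in pH 5.0 citrate/phosphate with 0.01% Tween-20. Released glucose detected by glucose oxidase/Amplex Red, Ex 573/Em 610 nm. Compounds up to 77 uM; AC50 from Hill fits.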
# HTT aggregate = reduces HttQ103-GFP aggregates in PC12 cells | PC12 HttQ103-GFP aggregates, Acumen cytometry, 40 h | 220,000 tested, 1.1% active | AID 1688 | Potency, µM (titrated, usually from 46.1 µM), for inactives: at the top dose activity change, negative = inhibition, most hits filed as inhibitors; note: potency is the fitted concentration of half-maximal effect; % is set by controls: 0 for no effect and ±100 for the full control effect; nearly all actives have a fitted effect of over 60% in size
#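 Steps: seed 1500 PC12 HTTQ103-GFP cells/well; add tebufenozide, 100 nM final; add compound titration; add ATPLite reagent; quantify GFP aggregates by laser scanning cytometry.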
# * = called active by the depositor; ? = inconclusive; nt = no result given; [ ] = remark or other dose. Unless noted, calls come from the whole dose curve; as a rule, active = well fitted curve in the direction sought with a large enough effect; inconclusive = small, poorly fitted or top-dose-only effect, or another doubt; inactive = no such curve, though single readings can be large; an effect the other way counts as inactive or inconclusive.
SMILES,HTT ATP protect,CBFb RUNX1 block,GAA inhib,GAA spleen mod,Lamin A splicing,GAA glycogen mod,HTT aggregate
Cc1ccc2c(CC(=O)NC3=NCCS3)coc2c1,-9%,3%,-3%,-12%,4%,0%,-13%
COc1ccc(C(=O)C2CCCN(C(=O)c3cccnc3OC)C2)c(C)c1 (centres undefined),-12%,2%,?,-20%,nt,7%,1%
CCN(CC)C(=S)NC(=O)C12CC3CC(CC(C3)C1)C2,36%[10 µM],-2%,?,-1%,9%[46 µM],9%,7%[9.22 µM]
NC(=O)c1c(NC(NC(=O)c2ccco2)C(=O)c2ccc(Cl)cc2)sc2c1CCCC2 (centres undefined),-44%,-20%,-12%,-17%,-5%,-1%,-15%
CCN(CC)c1ccc(C2N(C(=O)N3CCOCC3)CCN2S(=O)(=O)c2ccc(C)cc2)cc1 (centres undefined),-17%,-8%,-2%,-7%,8%,-3%,10%
COc1ccc(-n2nnnc2SCC(=O)c2cc3ccccc3o2)cc1,-8%,1%,1%,-12%,?,-6%,-32%
Nc1nc(Cl)cc(Oc2ccccc2F)n1,24%[10 µM],13%,nt,4%,nt,1%,18%[9.22 µM]
Cc1cc(NC(=O)CN2CC3CC(C2)c2cccc(=O)n2C3)nc2c1c(=O)oc1ccccc12 (centres undefined),5%,6%,-5%,-6%,-10%,1%,-9%
C=CCN1C(=O)C(O)(CC(=O)c2ccccn2)c2ccccc21 (centres undefined),-7%,1%,12%,5%,-11%[9.22 µM],13%,1%[9.22 µM]
CCOc1ccc(NC(=O)CCn2cccc2)cc1,-16%,-5%,-3%,6%,4%,4%,-3%
Cc1ccc(-n2c(P(C)(=O)O)nc3ccccc32)cc1,-3%,12%,5%,-1%,nt,13%,9%
CCCc1cc(=O)c2ccc(OC/C(C)=N/O)cc2o1,-9%[10 µM],4%,nt,1%,nt,-3%,-15%[9.22 µM]
CCc1ccccc1NC(=S)N(CCN1CCOCC1)Cc1ccccc1F,-30%,-2%,4%,0%,-24%[46 µM],3%,-12%
Cn1c(=O)c2c(nc(NCCOc3ccc(F)cc3)n2C)n(C)c1=O,2%[10 µM],16%,-8%,2%,nt,-9%,-9%[9.22 µM]
O=C(O)c1cccc(NC2=C(n3nnc4ccccc43)C(=O)c3ccccc3C2=O)c1,30%[10 µM],14%,nt,-12%,nt,7%,-18%[9.22 µM]
CCOC(=O)c1ccc(NC(=O)CSc2nccn2C)cc1,-14%[10 µM],-5%,-1%,2%,11%,6%,-4%
CCOc1ccccc1NC(=O)Nc1ccc(CC#N)cc1,20%[10 µM],1%,nt,6%,nt,-8%,5%[9.22 µM]
COC(=O)c1cccc(CN2C(=O)SC(Nc3ccccc3)C2=O)c1 (centres undefined),7%[10 µM],-8%,nt,1%,nt,-5%,-11%[9.22 µM]
COC(=O)c1ccc(NS(=O)(=O)c2ccc(OC)cc2)cc1,4%[0.074 µM],1%,5%,-2%,-13%,-12%,12%
COc1cccc(/C=N/n2nnc3c(cnn3-c3ccccc3)c2=O)c1,-21%,-2%,4%,-7%,-2%,0%,3%
CC(C)(C)CC(C)(C)NC(=S)N1CCN(Cc2ccc3c(c2)OCO3)CC1,-13%,5%,-2%,6%,21%[46 µM],8%,-4%
C[C@H]1CC[C@H]2C(=O)N3[C@H](c4ccc(Br)cc4)[C@@H](C)CC[C@H]3C(=O)N2[C@@H]1c1ccc(Br)cc1,-206%[inhibitor][10 µM],7%[13.1 µM],nt,-2%[17.4 µM],nt,nt,nt
CCOCCCNC(=O)C(c1ccc(OC)cc1)N(Cc1ccc2c(c1)OCO2)C(=O)c1cnccn1 (centres undefined),3%,-12%,7%,4%,-18%[9.22 µM],-1%,-6%
CCCN1CC(O)=C(C#N)C1=O,-1%,13%,5%,nt,nt,5%,-15%
CCCCCNC(=O)C(=O)C1C(=O)Nc2ccccc21 (centres undefined),13%[10 µM],8%,nt,6%,nt,6%,-11%[9.22 µM]

# New compounds follow
SMILES,HTT ATP protect,CBFb RUNX1 block,GAA inhib,GAA spleen mod,Lamin A splicing,GAA glycogen mod,HTT aggregate
CC(C)(C)OC(=O)N[C@@H](Cc1ccccc1)[C@H](O)c1ccco1,19%[10 µM],13%,nt,-6%,nt,-1%,21%[9.22 µM]
Cc1ccc2c(c1)C(c1ccccc1)C(=O)O2 (centres undefined),0%[10 µM],15%,nt,-2%,nt,?,1%[9.22 µM]
CCOC(=O)C1(CCCc2ccccc2)CCN(C2CCSCC2)CC1,2%[10 µM],4%,-4%,6%,?,-6%,-11%[9.22 µM]
CC(C)(C)c1cc(NC(=O)Nc2ccc(Cl)cc2Cl)no1,9%[10 µM],14%,nt,-7%,nt,-5%,?
COCCNC(=O)C(c1ccc(C)o1)N(C(=O)c1snc(C(N)=O)c1N)c1cccc(C)c1 (centres undefined),-17%,1%,10%,0%,5%,-1%,14%[9.22 µM]
CC1CCC(NC(=O)CN2C(=O)C3CCCN3c3ncc(Cl)cc32)CC1 (centres undefined),-32%,4%,-3%,3%,14%,-9%,-7%
Cc1ccc(OC(C)C(=O)Nc2ccc(C)c(S(=O)(=O)Nc3ccc(C)cc3C)c2)cc1 (centres undefined),6%[10 µM],-5%,-2%,10%,?,0%,-23%
O=[N+]([O-])c1ccc2c(c1)C(N1CCOCC1)/C(=C/COc1ccc(Cl)cc1Cl)O2 (centres undefined),-5%[10 µM],2%,-31%,-2%,-17%,-6%,?
CN1C2C=C3C(C#N)=C(N)C(C#N)(C#N)[C@@H](c4cccs4)C3C1CC2 (some centres undefined),7%,-6%,-2%,-4%,-16%,-15%,4%
CC1(NC(=S)NCCCCCCNC(=S)NC2(C)CCS(=O)(=O)C2)CCS(=O)(=O)C1 (centres undefined),-26%[10 µM],4%,nt,6%,nt,4%,-33%[9.22 µM]
Cc1cc2nc(CS(=O)(=O)c3ccccc3)cc(=O)n2[nH]1,nt,-29%,0%,-12%,0%[46 µM],-8%,-5%
Cn1c(C(=O)NCc2ccc3c(c2)OCO3)cc2sccc21,-30%,-11%,-11%,-4%,3%,-12%,-1%
NC(=O)CSCc1nc2ccccc2s1,4%,3%,-5%,-5%,12%,-2%,-6%
Cc1ccc(NC(=O)COC(=O)c2cccnc2)cc1,-41%,-5%,8%,-18%,?,-5%,-17%
O=c1cc(CSc2ccc(Cl)cc2)nc(N2CCOCC2)[nH]1,-9%,7%,7%,-2%,13%,-2%,-16%
CC1CCN(S(=O)(=O)c2ccc(C(=O)N3CCN(c4ccccc4F)CC3)cc2)CC1,30%[10 µM],3%,0%,3%,3%[46 µM],-5%,4%[9.22 µM]
C=CCn1c(SCC(=O)Nc2ccc(-c3nc4ccc(C)cc4s3)cc2)nnc1-c1ccccc1,10%[10 µM],-23%,?,2%,3%,8%,-11%
COc1ccccc1NC1=CC(=O)CC(c2ccccc2)C1 (centres undefined),-64%[inhibitor][10 µM],7%,-1%,0%,?,12%,?
Cc1ccc(CNC(=O)Cn2c(=O)n(-c3ccccc3)c(=O)c3sccc32)cc1,-4%[10 µM],-18%,1%,1%,?,5%,-23%
COc1ccc(C(=O)NC(=S)Nc2ccc(CN3CCCCC3)cc2)cc1Cl,-36%,-4%,-2%,0%,?,-9%,17%
CC(C)C[C@@H](CC(=O)N[C@@H](CCC(=O)O)CC(=O)O)NC(=O)[C@@H]1CNCC[C@H]1NC(=O)C[C@@H](NC(=O)C[C@H](Cc1c[nH]c2ccccc12)NC(=O)[C@@H]1CCCC[C@H]1N)C(C)C,-13%[1.9 µM],7%,nt,6%,nt,nt,nt
CC(O)CNCCNCc1c(OCc2ccccc2)ccc2ccccc12 (centres undefined),0%,-20%,?,7%,1%,-4%,19%
COCCn1c(SCC(=O)NCc2ccc3c(c2)OCO3)nnc1-c1c[nH]c2ccccc12,-47%[inhibitor],0%,0%,8%,-3%,?,-14%
CCCCC(=O)N/N=C(/C)C1=C(C)C(C)(C)OC1=O,-21%,7%,5%,5%,1%[9.22 µM],3%,-4%
CCN(C(=S)Nc1ccc(C(C)=O)cc1)C1CCCCC1,?,17%,-2%,2%,?,-2%,-4%
COc1cc(CNC(C)c2ccccc2)c(Br)cc1OCC(N)=O (centres undefined),0%,-6%,-3%,2%,6%,-6%,-3%
O=C(c1ccccc1)N1CCN(c2ccc([N+](=O)[O-])cc2-n2cccc2)CC1,15%[10 µM],?,nt,-17%,nt,-2%,4%[9.22 µM]
COc1ccc(NC(=O)CN2CCCCC2)cc1,24%[10 µM],9%,5%,-1%,15%,-3%,3%

# Gathered by group, the compounds so far with an aryl methoxy group
SMILES,HTT ATP protect,CBFb RUNX1 block,GAA inhib,GAA spleen mod,Lamin A splicing,GAA glycogen mod,HTT aggregate
COc1ccc(C(=O)C2CCCN(C(=O)c3cccnc3OC)C2)c(C)c1 (centres undefined),-12%,2%,?,-20%,nt,7%,1%
COc1ccc(-n2nnnc2SCC(=O)c2cc3ccccc3o2)cc1,-8%,1%,1%,-12%,?,-6%,-32%
COC(=O)c1ccc(NS(=O)(=O)c2ccc(OC)cc2)cc1,4%[0.074 µM],1%,5%,-2%,-13%,-12%,12%
COc1cccc(/C=N/n2nnc3c(cnn3-c3ccccc3)c2=O)c1,-21%,-2%,4%,-7%,-2%,0%,3%
CCOCCCNC(=O)C(c1ccc(OC)cc1)N(Cc1ccc2c(c1)OCO2)C(=O)c1cnccn1 (centres undefined),3%,-12%,7%,4%,-18%[9.22 µM],-1%,-6%
COc1ccccc1NC1=CC(=O)CC(c2ccccc2)C1 (centres undefined),-64%[inhibitor][10 µM],7%,-1%,0%,?,12%,?
COc1ccc(C(=O)NC(=S)Nc2ccc(CN3CCCCC3)cc2)cc1Cl,-36%,-4%,-2%,0%,?,-9%,17%
COc1cc(CNC(C)c2ccccc2)c(Br)cc1OCC(N)=O (centres undefined),0%,-6%,-3%,2%,6%,-6%,-3%
COc1ccc(NC(=O)CN2CCCCC2)cc1,24%[10 µM],9%,5%,-1%,15%,-3%,3%
